High-throughput results: PubChem BioAssay, Sanford-Burnham Center for Chemical Genomics
UBC13 polyUb = UBC13 polyubiquitin chain formation inhibitors, primary screen, biochemical, TR-FRET, uHTS; inhibition, % at 20 µM; hit rate 0.47% among 330,000; AID 485273, 2010; in the data active = inhibition above about 45%, passing the limit was not always enough
Target sequence (P61088 whole entry, looked up): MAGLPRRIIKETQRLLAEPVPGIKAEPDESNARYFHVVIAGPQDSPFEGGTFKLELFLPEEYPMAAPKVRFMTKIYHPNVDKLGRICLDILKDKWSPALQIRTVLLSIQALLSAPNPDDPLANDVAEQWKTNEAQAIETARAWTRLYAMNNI
Gli-Sufu block = Gli-Sufu pathway antagonists, primary screen, luciferase luminescence, Sufu-KO-LIGHT cells, uHTS; inhibition, % at 5 µM; Sufu-KO-LIGHT fibroblasts, Gli luciferase reporter luminescence; hit rate 0.74% among 340,000;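 active = inhibition above about 55%, limit read from the data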;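 note: 0% = DMSO-treated cells and 100% = wells with medium but no cells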
SENP8 block = SENP8 protease inhibitors, primary screen, biochemical, luminescence; Sentrin-specific protease 8 (Homo sapiens), Q96LD8; purified SENP8, Z-RLRGG-aminoluciferin cleavage; inhibition, % at 10 µM; hit rate 1.2% among 330,000; AID 2540, 2010
Target sequence (Q96LD8 whole entry, looked up): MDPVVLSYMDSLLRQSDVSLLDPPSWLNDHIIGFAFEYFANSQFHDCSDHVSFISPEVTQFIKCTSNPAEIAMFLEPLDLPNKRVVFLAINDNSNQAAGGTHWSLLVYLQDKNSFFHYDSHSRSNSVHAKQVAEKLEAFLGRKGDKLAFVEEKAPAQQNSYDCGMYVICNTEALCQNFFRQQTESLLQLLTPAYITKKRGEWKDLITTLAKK
Jurkat NFkB inh = inhibitors of induced NF-kB luciferase reporter, primary screen, TCR NF-kB activation inhibitor project, cell-based, luminescence, uHTS. Jurkat, PMA/ionomycin-induced NF-kB luciferase reporter. inhibition, % at 4 µM. hit rate 0.53% among 330,000
CCR6 antag = CCR6 receptor antagonists, primary screen, cell-based, CHO-K1, luminescence, beta-arrestin, uHTS | AID 493098, 2011 | inhibition, % at 20 µM | CHO-K1 CCR6 PathHunter beta-arrestin, CCL20-stimulated | C-C chemokine receptor type 6 (Homo sapiens), P51684 | hit rate 0.49% among 340,000;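 active = compounds whose inhibition of the agonist-driven luminescence signal at 20 µM reaches about 50%, limit read from the data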;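 note: cells stimulated with CCL20 at 14 nM final; plate controls were DMSO with CCL20 for no effect and DMSO without agonist for full effect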
697 NFkB inh = inhibitors of PMA/ionomycin-induced NF-kB reporter, 697 cells, primary screen, B-cell NF-kB inhibitor project, cell-based, luminescence, uHTS | 697 B-cell NF-kB luciferase reporter, 16 h | hit rate 0.33% among 330,000 | inhibition, % at 4 µM | AID 435022, 2010; in the data active = inhibition above about 35%
EBI2 block = EBI2 receptor antagonists, beta-arrestin recruitment, primary screen, cell-based, luminescence, 7a,25-OHC stimulation, uHTS; G-protein coupled receptor 183 (Homo sapiens), P32249; 7a,25-OHC stimulated; inhibition, % at 5 µM; hit rate 0.81% among 360,000; in the data active = inhibition above about 38%;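 note: enzyme fragment complementation signal reports receptor beta-arrestin coupling in cells; 0% = agonist plus DMSO wells and 100% = wells without agonist; some results beyond the cut were filed as inactive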
Target sequence (P32249 whole entry, looked up, the tested form may be a part): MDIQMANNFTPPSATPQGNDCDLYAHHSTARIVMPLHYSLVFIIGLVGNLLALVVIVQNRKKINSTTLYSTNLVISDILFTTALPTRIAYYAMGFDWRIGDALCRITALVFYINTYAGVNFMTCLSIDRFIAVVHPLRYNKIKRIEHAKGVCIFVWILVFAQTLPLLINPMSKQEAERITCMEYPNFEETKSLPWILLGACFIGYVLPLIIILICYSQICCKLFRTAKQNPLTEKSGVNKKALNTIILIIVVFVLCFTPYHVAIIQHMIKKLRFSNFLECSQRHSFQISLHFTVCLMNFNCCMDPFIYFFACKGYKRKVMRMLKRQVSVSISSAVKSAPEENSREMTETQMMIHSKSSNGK
Apaf-1 inh = inhibitors of human Apaf-1 apoptosome, primary screen, biochemical, DEVD-Rh110 fluorescence, uHTS; AID 489030, 2010; reconstituted apoptosome caspase-3 activity; hit rate 0.71% among 330,000; inhibition, % at 20 µM; Apoptotic protease-activating factor 1 (Homo sapiens), O14727; active = inhibition of at least 40% at 20 µM;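 note: plate controls were DMSO wells for no effect and DEVD-CHO caspase inhibitor wells for full effect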
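System: Apoptosome proteins | Medium: Hepes pH 7.5 with detergent and BSA | Also added: Cytochrome c trigger plus (Z-DEVD)2-Rh110 caspase-3 substrate | Incubation: 30 min compound preincubation, 50 min activation, room temperature | Detection: Rhodamine 110 fluorescence at Ex 480/Em 540 nm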
* marks the source's active call; other numbers are inactive results; . = no result given. Cut-off read from the data, not from the text of the source, unless noted: active = inhibition above about 50%; inactive = the rest.

smiles	Gli-Sufu block	Jurkat NFkB inh	Apaf-1 inh	697 NFkB inh	SENP8 block	CCR6 antag	UBC13 polyUb	EBI2 block
COc1cccc(C(=O)NC2CC3CCCC(C2)N3CC(=O)Nc2ccc(N(C)C)cc2)c1 (stereo unspecified)	6	6	8	2	8	-2	7	-10
O=C(NCCN1CCN(C(=O)c2ccc(F)cc2)CC1)c1ccc(F)cc1	-5	16	4	12	-8	13	-2	-7
COc1ccc(S(=O)(=O)CCC(=O)N2CCN(c3ccccc3F)CC2)cc1	-2	-6	-4	2	2	7	0	-5
CC(C)CNC(=O)c1cccc(NC(=O)COc2cccc([N+](=O)[O-])c2)c1	3	2	-1	-17	-5	7	4	-19
O=C(NC1CCCCC1)c1nn2c(C(F)(F)F)cc(-c3ccco3)nc2c1Br	17	3	9	6	3	13	-16	-3
CCc1ccc(NC(=O)Cc2ccc(-n3cccc3)cc2)cc1	-10	-3	1	-5	1	14	-1	3
Cc1nnc(-c2cccc(Br)c2)c2cn(-c3ccccc3Cl)nc12	0	10	8	13	-7	14	9	-3
COc1ccc(C2=NN(C(=O)CSc3nc4ccccc4s3)C(c3ccc(OC)cc3)C2)cc1 (stereo unspecified)	29	-4	16	19	2	24	-2	25
NS(=O)(=O)c1cc2c(cc1Cl)NC=NS2(=O)=O	6	14	-10	15	0	4	2	-6
CCOc1cc(/C=N/NC(=O)C(=O)N/N=C/c2ccc(O)c(OCC)c2)ccc1O	-5	-1	0	8	-10	-1	-12	-13
Cn1cnc2cc(NC(=O)c3ccc(Cl)cc3)ccc21	-80	-104	6	-69	-1	2	3	-6
CC(C)(C)NC(=O)C[C@H]1C[C@H](C(=O)N2CCCCC2)[C@@]2(C)c3[nH]c4cc(-c5ccco5)ccc4c3CCN2C1=O	17	.	35	-14	.	22	.	10
CCOC(=O)C(Cc1c(F)cccc1Cl)c1ccno1 (stereo unspecified)	-9	7	-6	-5	2	3	12	2
COC(=O)C1=C(C)N(Cc2cccnc2)C(=O)C1	5	-1	6	5	-2	8	1	4
Cc1ccc2cc(NC(=O)Cc3ccccc3)ccc2n1	-96	-89	5	-114	14	-3	2	-1
O=C(/C=C/c1ccc(F)cc1)NNC(=O)CCN1CCN(Cc2ccccc2)CC1	50	38	2	-15	-5	-1	0	42*
COc1ccc(Nc2ncnc3sc(-c4ccccc4)cc23)cc1OC	6	-5	8	19	-11	19	1	20
CN(C(=O)CSc1ccc2c(c1)OCCO2)c1ccccc1	-38	4	-10	-25	2	6	17	6
O=C(OCC(=O)c1cccs1)c1ccc(NC(=O)c2ccco2)cc1	-3	-11	1	19	3	2	-7	-5
Cc1cc(S(=O)(=O)N2CCOCC2)ccc1OCC(=O)Nc1cccc(F)c1	9	0	4	27	-3	0	4	13
CC(=O)c1ccc(OCCCC(=O)NC2CCCc3ccccc32)cc1 (stereo unspecified)	6	3	17	16	-2	-4	-3	2
Cc1cc(C)n2c(SCC(=O)N3CCN(S(=O)(=O)c4ccc(Cl)cc4)CC3)nnc2n1	-5	7	-3	3	16	-5	3	-1
O=C(NCc1cccs1)c1cc(C2CC2)on1	-30	-21	2	-36	-5	8	-3	-6
CC(C)N(C(=S)NCc1ccccc1)C(C)C	-8	-10	4	-32	4	1	-11	-13
Cn1c(=O)c2c(nc(N3CCOCC3)n2CCNC2=NCCC2)n(C)c1=O	0	-7	10	-2	0	-8	1	-4
COc1cccc(C(=O)Nc2cccc(S(=O)(=O)NC3=NCCC3)c2)c1	-2	-8	-6	6	5	8	3	-10
C=CCc1cc(C=O)cc(OCC)c1OCc1ccc(Cl)cc1	-2	-5	17	5	-10	-1	-5	-1
O=C(COC(=O)CCN=C1NS(=O)(=O)c2ccccc21)NNC(=O)c1ccccc1	-6	10	-1	15	-2	-7	0	-3
CC(C)[C@@H]1COC(c2cccc(C3=N[C@H](C(C)C)CO3)c2)=N1	-20	-11	9	-53	-4	0	-2	-3
COc1ccc(NC(=O)N(C)C[C@H]2Oc3ccc(NC(=O)c4ccncc4)cc3C(=O)N([C@H](C)CO)C[C@@H]2C)cc1	3	-15	16	10	-20	4	-7	-2

The list goes on:
smiles	Gli-Sufu block	Jurkat NFkB inh	Apaf-1 inh	697 NFkB inh	SENP8 block	CCR6 antag	UBC13 polyUb	EBI2 block
CCOC(=O)N1CCC(N2C(=O)c3ccccc3C2Nc2ccccc2C)CC1 (stereo unspecified)	3	-2	-5	-2	6	0	4	2
CCOC(=O)/C(C#N)=C1\CC2CCC1(C)C2(C)C (stereo unspecified)	3	-8	6	12	-4	15	0	2
COc1ccc(-c2nc(S(=O)(=O)c3ccccc3)c(NCCCN3CCOCC3)o2)cc1	-1	3	3	2	-2	0	5	-3
CCCCN(CC)CCCNC(=O)c1cc2c(-c3ccc(OC)c(OC)c3)nn(C)c2s1	56*	-48	2	1	2	4	30	0
COc1ccc(N(C(C)=O)S(=O)(=O)c2cccs2)cc1	-8	-6	2	-22	-2	-1	-11	-4
COc1ccc(-c2ccc(C#N)c(OC)n2)cc1	-9	-9	3	-1	-5	-8	12	5
CN1CCc2c(sc(NC(=O)C3COc4ccccc4O3)c2C(N)=O)C1 (stereo unspecified)	3	-70	-10	-65	-8	23	-8	-6
COc1ccccc1N1CCN(CCCC(=O)c2ccc(F)cc2)CC1	3	-16	20	-23	-4	17	4	7
CCOc1ccc(NC(=O)CN(C)C(=O)C2CCCO2)cc1OCC (stereo unspecified)	-6	-10	-2	-5	-7	12	0	-9
O=C(CSc1ccc(-c2ccco2)nn1)Nc1ccc(F)cc1F	-1	7	-7	13	3	-12	-5	-19
COc1ccc2sc(NCc3ccccc3)nc2c1	-75	-97	8	-89	23	-10	5	-6
Cc1ccccc1C(=O)NC1CCN(C(=O)NC2CCCCC2)CC1	5	5	3	-5	-2	4	6	-12
COc1ccccc1/C=C/C=C1N=C(/C=C/c2ccc(Cl)cc2)OC/1=O	0	12	9	13	1	2	-46	-3
Clc1ccccc1C(c1ccccc1)(c1ccccc1)n1ccnc1	12	-1	20	8	13	24	15	8
C[C@H](CO)N1C[C@H](C)[C@@H](CN(C)C(=O)NC2CCCCC2)Oc2ccc(NC(=O)Nc3ccc(C(F)(F)F)cc3)cc2C1=O	-5	-4	-25	-13	-4	5	18	3
Cc1ccc(C(=O)NC(C)C(c2cccs2)N2CCCC2)s1 (stereo unspecified)	9	-3	6	0	-5	1	-10	-8
CCOc1cccc(-c2c(C(=O)N/N=C/c3ccoc3)nnn2-c2nonc2N)c1	-18	5	6	5	8	-2	0	-1
Cn1c(SCC(=O)Nc2cccc(NC(=O)c3cccs3)c2)nnc1-c1ccncc1	1	0	-3	11	1	9	-9	3
N#Cc1cc2c(nc1SCC1COc3ccccc3O1)CCC2 (stereo unspecified)	9	-18	12	-34	1	10	20	15
COC(=O)[C@]1(C)N[C@H](CN(C)C(=O)c2ccccc2)[C@@H]2C(=O)N(Cc3ccccc3)C(=O)[C@@H]21	2	0	-5	11	-4	-2	-4	-2
COc1ccccc1C(=O)NC(CCSC)C(=O)NNC(=O)c1ccccc1C (stereo unspecified)	0	-14	4	-13	-7	5	-1	-5
COC(C[C@@H]1O[C@@H]1[C@H](O)[C@H](C)OCc1ccccc1)OC	-3	4	0	3	-5	-1	5	3
Cc1cccc(C(=O)NCC(=O)NCC(c2cccs2)N2CCOCC2)c1 (stereo unspecified)	-7	-15	29	-14	-6	4	8	-6
O=C(c1ccc(=O)[nH]c1)N1CCN(S(=O)(=O)c2ccc(Cl)cc2)CC1	54	0	1	18	0	13	6	-5
COCCN1CCN(c2cc(-c3ccccc3)nc3cc(-c4cccc(F)c4)nn23)CC1	6	-16	13	6	-3	-4	30	9
Clc1ccccc1Cn1nnc2c(N3CCCC3)ncnc21	0	13	-7	12	6	0	12	-1
CC1=NNC(=O)C1CC(=O)N/N=C/C(Br)=C/c1ccccc1 (stereo unspecified)	5	-7	-4	5	-3	1	-6	-14
O=C(O)c1cc2c(cn1)[nH]c1ccccc12	-7	1	-1	-1	-7	7	-15	-22
COc1ccccc1CNC(=O)c1oc2ccc(S(=O)(=O)N3CCCC3)cc2c1C	6	-9	18	-8	7	17	3	6
Cc1ccc(S(=O)(=O)N2CCOCC2)cc1C(=O)NC(C)CCc1ccccc1 (stereo unspecified)	-2	5	1	-4	-3	-1	15	-2

Following part.
smiles	Gli-Sufu block	Jurkat NFkB inh	Apaf-1 inh	697 NFkB inh	SENP8 block	CCR6 antag	UBC13 polyUb	EBI2 block
CC(C)c1ccc(NC(=O)CCNS(=O)(=O)c2ccc3[nH]c(=O)oc3c2)cc1	3	2	4	8	-1	9	-6	-8
CCOc1ccccc1N1CCN(c2ncnc3scc(-c4ccc(OC)cc4)c23)CC1	-14	16	29	-57	-5	-3	-11	5
CCN1CCCC1CNCc1cc(OC)c(OC)c(OC)c1 (stereo unspecified)	0	5	-9	26	7	2	0	1
O=C(CN1C(=O)COCC1=O)N1CCOCC1	2	-2	-4	12	5	-10	1	-15
Cn1c(=O)c2c(ncn2CC(=O)OCC(=O)Nc2ccc(Cl)cc2)n(C)c1=O	0	8	-15	-1	-4	-9	1	-11
CCC(CC)NC(=O)CN1CCN(S(=O)(=O)c2cccs2)CC1	-7	9	-7	1	-12	-3	1	8
CCOC(=O)Cc1csc(NC(=O)CC)n1	-3	4	-16	21	0	-6	6	-5
O=C(Nc1ccc(F)cc1F)NC1CCCCCCC1	-49	-48	-3	-65	-16	2	10	6
CCOC(=O)CSc1nnc(-c2c[nH]c3ccccc23)n1CC	1	0	-4	-2	2	8	4	0
Cc1ccc(NC(=O)Cc2ccccc2Cl)cc1S(=O)(=O)N(C)C	-12	-14	4	-19	-11	13	-18	-4
CCC(=O)NS(=O)(=O)c1cccnc1Nc1ccccc1Cl	-3	-16	6	9	-4	2	-1	1
CC1(C)CC(=O)C(C=NCCN2CCN(CCCCS(=O)(=O)O)CC2)=C(O)C1	-1	-6	3	18	9	0	-6	-7
Cc1ccc(CNC(=O)c2ccc(N3CCC4(CC3)CC(c3ccccc3)=NO4)c(NC(=O)c3ccccc3)c2)cc1	-2	12	6	14	9	7	-4	6
COc1ccccc1CN1CCN(C(CC(C)C)c2nnnn2Cc2cccs2)CC1 (stereo unspecified)	-6	6	0	2	-4	19	12	13
Cc1sc2nc(CSC(C)C(=O)Nc3ccc(C#N)cc3)[nH]c(=O)c2c1C (stereo unspecified)	-9	17	6	5	-1	3	-8	-6
CN1CCC(=NNC(=O)c2cn(-c3ccccc3)nc2-c2ccccc2)CC1	-6	-1	-11	13	4	7	5	-2
C#CCNC(=O)C1=C[C@H](c2cn(C(C)=O)c3ccccc23)C[C@H](OCc2ccc(CO)cc2)O1	5	-11	6	6	-9	8	63*	-12

Reformatted with each value named: entries from further up.
SMILES: Cc1sc2nc(CSC(C)C(=O)Nc3ccc(C#N)cc3)[nH]c(=O)c2c1C (stereo unspecified)
  Gli-Sufu block: -9
  Jurkat NFkB inh: 17
  Apaf-1 inh: 6
  697 NFkB inh: 5
  SENP8 block: -1
  CCR6 antag: 3
  UBC13 polyUb: -8
  EBI2 block: -6

SMILES: CN1CCC(=NNC(=O)c2cn(-c3ccccc3)nc2-c2ccccc2)CC1
  Gli-Sufu block: -6
  Jurkat NFkB inh: -1
  Apaf-1 inh: -11
  697 NFkB inh: 13
  SENP8 block: 4
  CCR6 antag: 7
  UBC13 polyUb: 5
  EBI2 block: -2

SMILES: C#CCNC(=O)C1=C[C@H](c2cn(C(C)=O)c3ccccc23)C[C@H](OCc2ccc(CO)cc2)O1
  Gli-Sufu block: 5
  Jurkat NFkB inh: -11
  Apaf-1 inh: 6
  697 NFkB inh: 6
  SENP8 block: -9
  CCR6 antag: 8
  UBC13 polyUb: 63*
  EBI2 block: -12

These rows are one share of the data, so the mix of outcomes need not match the whole.
